# Assay outcomes (PubChem)
# uPA generation – blocks generation of uPA at the cell surface | 330,000 compounds, 0.31% hits | Potency, µM (doses to about 38.3 µM), for inactives: at the top dose activity change, negative = inhibition, actives largely listed as inhibitors | cell surface uPA generation assay, qHTS; active = well fitted inhibition curve with a large enough effect; inconclusive = small, poorly fitted or top-dose-only effect; inactive = no such curve, though single readings can be large or run the other way; tested in mouse RAW 264.7 cells; also: % is scaled to controls: 0 for no effect and ±100 for the full control effect; nearly all actives have a fitted effect of over 55% in size
# BRCA1 expr up – activators of BRCA1 expression | MCF7-BRCA1-FFLuc reporter, luminescence, 48 h; response scale: scaled: vehicle 0%, 10 µM genistein 100% | Potency, µM (top dose mostly 46.1 µM), for inactives: top-dose activation, actives largely listed as activators | 380,000 compounds, 1.1% hits | AID 624202; active = well fitted activation curve with a large enough effect; inconclusive = small, poorly fitted or top-dose-only effect; inactive = no such curve, though single readings can be large or run the other way; also: nearly all actives have a fitted effect of over 80% in size; some results filed as inactive show a strong effect at the top dose
#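 Quantitative HTS in MCF7 cells stably reporting BRCA1 expression via firefly luciferase. Compound treatment lasts 48 h at 37 °C in phenol-red free MEM. Activation is expressed relative to genistein at 10 microM and DMSO.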
# * hit, by the source's call; ? = inconclusive. Potency is read from the fitted curve at half-maximal effect.
SMILES,uPA generation,BRCA1 expr up
COc1ccc(C(=O)NCC(c2ccccc2)c2ccccc2)cc1S(=O)(=O)N1CCOCC1,-3%,-5%
CCN(C(=O)COC(=O)CCOc1ccccc1C)c1c(N)n(Cc2ccccc2)c(=O)[nH]c1=O,11%,-3%
Nc1ccc(S(=O)(=O)NN=CC=Cc2ccccc2[N+](=O)[O-])cc1,-5%,-15%
Cc1cccc(C(=O)NC(C(=O)Nc2ccc(S(=O)(=O)Nc3nccs3)cc2)C(C)C)c1 (stereo not drawn),0%,1%
Cc1ccc(OCCC(=O)Nc2cc(S(=O)(=O)N3CCOCC3)ccc2N2CCCC2)cc1,15%,-27%
CC1=CC(C)(C)NC(=S)N1c1ccc(Cl)cc1,4%,-4%
COc1ccc(-c2ccncc2)cc1OC,?,3%
O=C(NC1CCCCCCC1)c1c(Cl)cccc1Cl,0%,9%
O=C(O)c1ccc(CCCc2ccccc2)cc1,-1%,57%
CN(c1ccc(OCC(=O)Nc2ccc(S(N)(=O)=O)cc2)cc1)S(=O)(=O)c1ccc(F)cc1,2%,-29%
O=C(CNc1cc(S(=O)(=O)N2CCOCC2)ccc1N1CCCC1)Nc1ccc(Cl)cc1,?,0%
CC1CN(c2nc3ccccc3nc2SCC(=O)Nc2cccc(C(F)(F)F)c2)CC(C)O1 (stereo not drawn),-23%,-79%
O=[N+]([O-])c1ccc(C=NN=Cc2ccc([N+](=O)[O-])cc2)cc1,4%,-10%
Cc1cccc(N=C2CCCC2C(=O)Nc2cccc(C)c2C)c1C (stereo not drawn),-1%,-28%
O=C1C=CC(=O)N1Cc1cccnc1,5%,-21%
Cc1ccc(NC(=O)COC(=O)Cn2c(C)csc2=O)cc1S(=O)(=O)N1CCOCC1,20%,3%
N#Cc1c(N)c(C(=O)c2ccccc2)n2ccccc12,-4%,-1%
CN(Cc1ccccc1)S(=O)(=O)c1ccc(Cl)c(C(=O)NCCCN2CCCC2=O)c1,-1%,2%
F[B-](F)(F)COCc1ccccc1Br,?,-3%
CC1CC(C)(C)CC2(C1)NC(=O)N(CC(=O)Nc1cc(C(F)(F)F)ccc1N1CCCCC1)C2=O (stereo not drawn),-9%,-22%
O=C1[C@H]2[C@H](C=CC[C@H]2C(=O)N2CCN(c3ccccc3)CC2)CCN1Cc1ccccc1,6%,-28%
CC1CN(CC(O)c2ccc(Br)cc2)CCO1 (stereo not drawn),2%,-11%
OCC(O)C(O)C(O)c1cnn(-c2ccccc2)n1 (stereo not drawn),0%,16%
O=C(CN(c1ccc(Br)cc1)S(=O)(=O)c1ccc(Cl)c([N+](=O)[O-])c1)NCC1CCCO1 (stereo not drawn),-10%,-81%
Cc1cc(/C=C2\SC(=S)N(C)C2=O)c(C)n1-c1ccccc1O,-6%,0%

# Not a retest: an excerpt of the list.
SMILES,uPA generation,BRCA1 expr up
O=C(O)c1ccc(CCCc2ccccc2)cc1,-1%,57%
CN(c1ccc(OCC(=O)Nc2ccc(S(N)(=O)=O)cc2)cc1)S(=O)(=O)c1ccc(F)cc1,2%,-29%
O=C(CNc1cc(S(=O)(=O)N2CCOCC2)ccc1N1CCCC1)Nc1ccc(Cl)cc1,?,0%
CC1CN(c2nc3ccccc3nc2SCC(=O)Nc2cccc(C(F)(F)F)c2)CC(C)O1 (stereo not drawn),-23%,-79%
O=[N+]([O-])c1ccc(C=NN=Cc2ccc([N+](=O)[O-])cc2)cc1,4%,-10%
Cc1cccc(N=C2CCCC2C(=O)Nc2cccc(C)c2C)c1C (stereo not drawn),-1%,-28%
O=C1C=CC(=O)N1Cc1cccnc1,5%,-21%
Cc1ccc(NC(=O)COC(=O)Cn2c(C)csc2=O)cc1S(=O)(=O)N1CCOCC1,20%,3%
N#Cc1c(N)c(C(=O)c2ccccc2)n2ccccc12,-4%,-1%
CN(Cc1ccccc1)S(=O)(=O)c1ccc(Cl)c(C(=O)NCCCN2CCCC2=O)c1,-1%,2%
F[B-](F)(F)COCc1ccccc1Br,?,-3%
CC1CC(C)(C)CC2(C1)NC(=O)N(CC(=O)Nc1cc(C(F)(F)F)ccc1N1CCCCC1)C2=O (stereo not drawn),-9%,-22%
O=C1[C@H]2[C@H](C=CC[C@H]2C(=O)N2CCN(c3ccccc3)CC2)CCN1Cc1ccccc1,6%,-28%
CC1CN(CC(O)c2ccc(Br)cc2)CCO1 (stereo not drawn),2%,-11%
OCC(O)C(O)C(O)c1cnn(-c2ccccc2)n1 (stereo not drawn),0%,16%
O=C(CN(c1ccc(Br)cc1)S(=O)(=O)c1ccc(Cl)c([N+](=O)[O-])c1)NCC1CCCO1 (stereo not drawn),-10%,-81%
Cc1cc(/C=C2\SC(=S)N(C)C2=O)c(C)n1-c1ccccc1O,-6%,0%

# The list goes on.
SMILES,uPA generation,BRCA1 expr up
O=C(Nc1ccc(Br)cn1)c1ccc2nccnc2c1,-6%,-17%
CC(=O)N1C[C@H]2CON(C)[C@H]2C[C@H]1c1ccccc1Br,6%,7%
COc1ccc(C2C3=C(CC(C)(C)CC3=O)Oc3ncn4nc(-c5ccccc5)nc4c32)cc1 (stereo not drawn),-2%,25%
CC(C)=NNc1ncnc2nc[nH]c12,-3%,-48%
COC(=O)c1ccc(CN(c2ccc(OC)cc2)S(=O)(=O)c2ccccc2)cc1,7%,-71%
Cc1ccc(Cn2c(C(C)Nc3nc(C)cs3)nc3cc(Cl)c(Cl)cc32)cc1 (stereo not drawn),-7%,-1%
O=C1CC(c2ccccc2)Oc2ccc(Cl)cc21 (stereo not drawn),-1%,-20%
COC(=O)C1=C(C)N(CCCC(=O)O)C(=O)NC1c1cccc(Cl)c1Cl (stereo not drawn),9%,52%
COc1ccc(C2NCCCC2c2ccccc2)cc1 (stereo not drawn),7%,-9%
Nc1c2c(=O)[nH]c(O)cc2nn1-c1ccccc1,3%,0%
Cc1c(N)ccc(-n2nc3ccccc3n2)c1C,3%,11µM*
COc1ccc(C2c3c(oc4ccccc4c3=O)C(=O)N2Cc2ccncc2)cc1OC (stereo not drawn),2%,8%
COc1ccc(C(=O)Nc2ccc(O)c3ccccc23)cc1,?,-15%
COC(=O)C1NC(=O)N2C(C(=O)OC)C(C)(C)S[C@H]12 (stereo partly drawn),2%,15%
COc1ccccc1Nc1nc(NCCCCO)nc(N2CCCC2)n1,12%,-26%
CN1CCC(N(C)C(=O)c2ccc(Cl)c(S(=O)(=O)Nc3ccc(Cl)cc3)c2)CC1,-35%,-3%
Cc1ccc(S(=O)(=O)N/N=C/c2ccc(OCC(=O)NC(C)C)cc2)cc1,0%,-11%
COC(=O)c1nc(-c2ccccc2)nc(-c2ccccc2)c1C(=O)OC,-2%,7%
CC(C)c1cccc(C(C)C)c1OCCCCCN1CCOCC1,1%,-15%
CCOC(=O)C(C(=O)OCC)C(c1ccccc1)N1CCN(c2ccccc2)CC1 (stereo not drawn),-6%,-18%
c1ccc2cc(N3CCCCC3)ccc2c1,-1%,-5%
CCc1c(Cl)nc(N)nc1Nc1ccccc1Cl,-9%,-5%
COc1ccc(/C(C)=N/Nc2nc(C)cc(-c3ccccc3)n2)cc1,-14%,-44%
Cc1ccc(S(=O)(=O)Nc2c(C)n(C)n(-c3ccccc3)c2=O)cc1C(=O)NCc1ccco1,-7%,?
O=C(CN1CCN(C(=O)c2ccccc2Cl)CC1)Nc1cccc(S(=O)(=O)N2CCCC2)c1,-9%,-9%

# Other structures follow:
SMILES,uPA generation,BRCA1 expr up
N#C/C(=C/c1ccc(-c2ccc([N+](=O)[O-])cc2)o1)C(=O)Nc1nc(-c2cccs2)cs1,-4%,-10%
COc1ccc(OC)c(C(=O)C(=O)c2cc(OC)ccc2OC)c1,-5%,-6%
Cc1ccc(C(=O)Nc2ccc(Nc3ccccc3)cc2)cc1Br,-4%,18%
CCCCCCCSc1ncnc2[nH]ncc12,-5%,20%
Cc1c(NS(=O)(=O)c2cccc(C(=O)Nc3ccc(SC(F)F)cc3)c2)c(=O)n(-c2ccccc2)n1C,-10%,-42%
COc1cccc(/C=C2/CCC(CN(C)C)C2=O)c1 (stereo not drawn),-10%,-83%
CC1(c2nnc(-c3cccc(Cl)c3)o2)CC(c2c(Cl)cccc2Cl)=NO1 (stereo not drawn),-9%,3%
Cc1nn(C)c(C)c1/C=C/C(=O)c1cccs1,-12%,78%
O=[N+]([O-])c1ccc(Cl)cc1P(=O)(O)c1cc(Cl)ccc1[N+](=O)[O-],-1%,-12%
O=C(N1CCCCCC1)N1CCN(S(=O)(=O)c2cccc([N+](=O)[O-])c2)CC1,3%,-26%
Cc1nn(-c2ccc(Cl)cn2)c2c1C(=O)CC(C)(C)C2Br (stereo not drawn),-20%,1%
COc1ccc(C(=O)Nc2ccc(S(=O)(=O)N(C)c3ccccc3)cc2)cc1,2%,-6%
COC(=O)[C@@H]1C[C@@]2(Br)c3ccccc3N(S(=O)(=O)c3ccccc3)[C@H]2N1C(=O)OC,4%,-4%
O=C(O)c1cccc(C(=O)c2cccc3ccccc23)c1,-2%,7%
C=C(C)c1sc(-c2ccc(Cl)cc2)nc1C,-4%,45%
COc1ccc(-n2cc([N+](=O)[O-])c(=O)c3ccc(Cl)cc32)cc1,-2%,29%
CC(NC(=O)c1cccc(S(=O)(=O)N2CCN(Cc3ccccc3)CC2)c1)c1ccccc1Cl (stereo not drawn),-5%,-4%
Brc1cnc2ccccc2c1N1CCCCC1,-1%,-8%
CCOC(=O)c1cc2c(=O)n3ccccc3nc2n(Cc2ccc(Cl)cc2)c1=N,2%,5%
O=c1ccn([C@@H]2O[C@H](CNCc3ccc(-n4cccn4)cc3)[C@@H](O)[C@H]2O)c(=O)[nH]1,4%,4%
O=c1[nH]c(=O)n(C2OC(CO)C(O)C2O)cc1F (stereo not drawn),-10%,-62%
COc1ccccc1CNCCS(=O)(=O)NCc1ccccc1,-1%,-2%
Nc1nccc(SCc2ccccc2)n1,3%,42%
O=C(CC(O)c1ccccc1)Nc1ccccn1 (stereo not drawn),0%,-3%
O=C1CC(N2CCN(c3ccccc3F)CC2)C(=O)N1c1ccc(F)cc1 (stereo not drawn),-2%,-11%

# A run of entries of the results above:
SMILES,uPA generation,BRCA1 expr up
O=C(CC(O)c1ccccc1)Nc1ccccn1 (stereo not drawn),0%,-3%
O=C1CC(N2CCN(c3ccccc3F)CC2)C(=O)N1c1ccc(F)cc1 (stereo not drawn),-2%,-11%

# Further structures.
SMILES,uPA generation,BRCA1 expr up
Cc1ccc(S(=O)(=O)N2CCN(C(=O)COC(=O)/C=C/c3ccc(Cl)cc3)CC2)c(C)c1,-9%,-14%
O=c1[nH]nc(N=Nc2c(O)[nH]c3ccc(F)cc23)c(=O)[nH]1,-9%,-2%
CSc1nc(Cl)c(Br)c(Nc2c[nH]c(=O)[nH]c2=O)n1,3%,-20%
O=C(Nc1cccc(Cl)c1)C1CC1c1ccccc1 (stereo not drawn),0%,-7%
Cc1ccc(S(=O)(=O)N2CCN(C(=O)COC(=O)c3ccc(Cl)c(S(N)(=O)=O)c3)CC2)c(C)c1,-11%,25%
CC12CCC(C)(O1)C1C(=O)N(c3nccs3)C(=O)C12 (stereo not drawn),0%,-1%
Cc1ccc(C)c(NC(=S)NCCN2CCOCC2)c1,3%,9%
COc1ccc2c(c1)N(C[C@H](C)CN(C)C)c1ccccc1S2,?,-13%
Cc1cc(NC(=O)c2cc3ccccc3o2)no1,1%,0%
Cc1ccc(C)c(NC(=O)CN2C(=O)c3ccccc3C2=O)c1,9%,16%
CC1(C)OC2OC3C(CN)OC(c4ccccc4)OC3C2O1 (stereo not drawn),10%,0%
CCCCCCCCCCNC(=O)CCn1[nH]c(=O)c2ccccc2c1=O,-10%,-24%
Cn1c2ccccc2c(=O)c2c(=O)n(-c3ccc(F)cc3)c(C3CCCCC3)nc21,-12%,9%
CCNC(COC(=O)c1ccc([N+](=O)[O-])cc1)C1CCCCC1 (stereo not drawn),6%,-4%
CCOC(=O)c1cn(Cc2ccccc2)c(C(=O)OC(C)(C)C)c1O,-7%,-17%
COc1ccc(C(=O)NCCCCc2ccccc2)cc1,1%,14%
C[C@H]1CN([C@@H](C)CO)C(=O)Cc2cc(NC(=O)Nc3ccccc3)ccc2O[C@H]1CN(C)Cc1ccccc1,-23%,-37%
COc1cccc(C(=O)C(=O)c2cccc(OC)c2OC)c1OC,-1%,-14%
N#CC(=C(O)COC(=O)Cc1c[nH]c2ccccc12)c1nc2ccccc2[nH]1,3%,-41%
O=C1NC(=O)C(Cc2ccc(O)cc2)N1 (stereo not drawn),-9%,3%
O=C(Cn1cnc2c(oc3ccccc32)c1=O)NCCc1ccccc1,9%,-5%
O=C(Nc1ccc(Br)cn1)c1cccc2ccccc12,-12%,-67%
Cc1cc(C)c(C(=O)CC(=O)c2cccnc2)c(C)c1,3%,-44%
CN(C)c1ccc(C=NNC(=O)c2cccc3ccccc23)c(Cl)c1,-9%,-63%
COc1ccc(OC)c(/C=N/NC(=O)c2cccc3ccccc23)c1,-1%,-21%
CCOC(=O)C1CN(Cc2ccccc2)C(=O)C1=O (stereo not drawn),-3%,-1%
Cc1cccc(C)c1OCc1cc(C(=O)N2CCC(C3CCCCC3)C2)no1 (stereo not drawn),-2%,13µM*
C[C@@H]1CN[C@@H](CCO)/C1=C\c1ccccc1,-5%,3%
Cc1ccc(S(=O)(=O)N2CCN(C(=O)c3cc(S(=O)(=O)N4CCOCC4)c(Cl)cc3Cl)CC2)cc1,4%,-9%
O=[N+]([O-])c1ccc(NN=Cc2cccc(O)c2)nc1,4%,?

# Only part of the results is shown, so the mix of outcomes need not match the whole.
